Compound activity from PubChem.
Gal4-VP16 FLuc – Gal4-VP16 reporter inhibition counter-screen; 3.5% of 310,000 active; Drosophila S2 Gal4-VP16 UAS-luciferase, luminescence, 20 h; Potency, µM (top dose mostly 53.6 µM), without a hit: top-dose activity, negative = inhibition, actives largely listed as inhibitors;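 note: Gal4-VP16 expression switched on by copper sulfate through the metallothionein promoter; potency is the fitted concentration of half-maximal effect; % is set by controls: 0 for no effect and ±100 for the full control effect; nearly all actives have a fitted effect of over 50% in size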
Tb PFK inh – blocks T. brucei phosphofructokinase; O15648; 0.17% of 330,000 active; T. brucei PFK, ADP-Glo luminescence; Potency, µM (doses to about 57.5 µM), without a hit: at the top dose activity, negative = inhibition, hits mostly inhibitors; AID 485367;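 note: potency is the fitted concentration of half-maximal effect; 0% = uninhibited 1x PFK enzyme wells and -100% = no-enzyme wells; nearly all actives have a fitted effect of over 60% in size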
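Luminescent ADP detection (ADP-Glo, two-step: ATP depletion then ADP-to-ATP conversion for luciferase) reported PFK activity after 45 min room-temperature reaction of 1.25 nM enzyme with 0.5 mM F6P and 0.1 mM ATP at pH 8.0.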
RORg inh – blocks mouse ROR gamma transcriptional activity; Potency, µM (doses to about 53.6 µM), inactives show top-dose activity change, negative = inhibition, actives largely listed as inhibitors; AID 2551; Drosophila S2 Gal4-RORgamma UAS-luciferase reporter, 20 h; 5.4% of 310,000 active; P51450; note: potency is the fitted concentration of half-maximal effect; % is set by controls: 0 for no effect and ±100 for the full control effect; nearly all actives have a fitted effect of over 60% in size
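Schneider cells (Drosophila), stable Gal4 DBD–ROR gamma + UAS-luc; 1 hr cmpd preincubation; Cu2+ induction 700 uM final; 20 hr ambient; luminescence.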
ELG1 repair inh – blocks ELG1-dependent DNA repair in HEK293T cells. HEK293T ELG1-luciferase reporter, luminescence, 16 h; DNA damage induced by 5-fluorouridine. Potency, µM (doses to about 46.1 µM), without a hit: top-dose activity change, negative = inhibition, hits mostly inhibitors. 2.3% of 330,000 active; note: potency is the fitted concentration of half-maximal effect; % is set by controls: 0 for no effect and ±100 for the full control effect; nearly all actives have a fitted effect of over 55% in size
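DMSO vehicle served as the neutral condition. Each well held 2,000 cells given 5-fluorouridine plus compound; after 16 hr at 37 °C/5% CO2, ONE-Glo was added and luciferase measured 30 min later.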
Rab9 promoter act – Rab9 promoter activation; Huh7 Rab9 promoter-luciferase reporter, luminescence, 24 h; Potency, µM (series often up to 9.22 µM), without a hit: at the top dose activation, negative = inhibition, usual class: activators; 2.8% of 320,000 active; AID 485297; note: potency is the fitted concentration of half-maximal effect; % of control where 0% means no effect; nearly all actives have a fitted effect of over 60% in size
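Cells were plated at 1500 per well in reduced-serum medium with 10% FBS and left 2 h. Compound in DMSO was then added for 24 h at 37 °C. Reporter signal was read by luminescence after 10 min with luciferase detection reagent.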
ELG1 genotoxic – inducers of genotoxicity in HEK293T ELG1-luciferase cells. 1.3% of 330,000 active. Potency, µM (top dose mostly 46 µM), inactives show at the top dose activity change, positive = activation, actives largely listed as activators. HEK293T ELG1-luciferase reporter, luminescence, 16 h. AID 504466; note: potency is the fitted concentration of half-maximal effect; % of control where 0% means no effect; nearly all actives have a fitted effect of over 60% in size
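16 hr compound incubation (37 °C, 5% CO2) of HEK293T cells carrying luciferase-tagged ELG1; luciferase then measured by ONE-Glo luminescence after 30 min at RT.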
TRPV1 agonist – activates the human vanilloid receptor TRPV1; Q8NER1; TRPV1-expressing cells, Fluo-8 calcium influx, agonist mode; activation, % at 8.33 µM; 0.19% of 320,000 active; AID 540275; in the data active = activation above about 80%; inconclusive = between about 30% and that limit; note: 0% is about no effect
Target sequence (Q8NER1 whole entry, looked up): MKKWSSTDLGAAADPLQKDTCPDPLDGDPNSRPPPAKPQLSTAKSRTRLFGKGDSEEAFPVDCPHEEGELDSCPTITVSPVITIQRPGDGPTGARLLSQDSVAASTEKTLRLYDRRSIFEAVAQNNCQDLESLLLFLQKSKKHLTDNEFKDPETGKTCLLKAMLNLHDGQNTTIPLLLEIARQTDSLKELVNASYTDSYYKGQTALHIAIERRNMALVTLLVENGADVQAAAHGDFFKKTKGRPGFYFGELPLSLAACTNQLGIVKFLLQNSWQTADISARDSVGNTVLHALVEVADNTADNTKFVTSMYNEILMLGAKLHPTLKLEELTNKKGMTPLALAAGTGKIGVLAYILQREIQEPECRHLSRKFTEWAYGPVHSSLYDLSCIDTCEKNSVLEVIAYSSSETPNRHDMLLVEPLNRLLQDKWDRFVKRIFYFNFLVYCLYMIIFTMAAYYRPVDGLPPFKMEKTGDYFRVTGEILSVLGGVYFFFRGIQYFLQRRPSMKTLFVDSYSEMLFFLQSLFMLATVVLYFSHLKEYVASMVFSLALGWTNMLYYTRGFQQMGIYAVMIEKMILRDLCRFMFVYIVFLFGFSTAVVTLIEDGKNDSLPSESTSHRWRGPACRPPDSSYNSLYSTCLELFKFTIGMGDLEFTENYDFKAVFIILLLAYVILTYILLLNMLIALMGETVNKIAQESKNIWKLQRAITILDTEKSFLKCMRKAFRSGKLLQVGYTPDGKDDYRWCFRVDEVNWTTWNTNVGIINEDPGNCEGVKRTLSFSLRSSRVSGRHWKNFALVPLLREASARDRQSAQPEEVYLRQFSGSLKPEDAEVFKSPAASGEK
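Fluo-8 calcium influx in TRPV1-expressing cells, kinetic read (ex 480/em 520 nm). Compound added and read 3 min for agonist activity, followed by capsaicin at EC20 final and 2 min further read for enhancement.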
NPC1 promoter act – activators of NPC1 promoter | Huh7 NPC1 promoter luciferase reporter, 24 h | Potency, µM (titrated, usually from 9.22 µM), inactives show top-dose activation, actives largely listed as activators | 2.4% of 320,000 active;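 note: potency is the fitted concentration of half-maximal effect; % of control where 0% means no effect; nearly all actives have a fitted effect of over 60% in size; reporter is driven by a mutant NPC1 promoter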
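Luminescence read-out of NPC1 promoter-driven luciferase in stably transfected Huh7 cells; compounds delivered in DMSO and left 24 h at 37C, 5% CO2, qHTS titration format.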
FLuc modulator – firefly luciferase modulation, counter-screen for miR-21 project; P08659; purified FLuc, Km substrates, luminescence inhibition; Potency, µM (top dose mostly 57.5 µM), for the others: at the highest dose activity change, negative = inhibition, most hits filed as inhibitors; 6.9% of 360,000 active;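 note: potency is the fitted concentration of half-maximal effect; plate controls were vehicle for no effect and reference inhibitor for full effect; nearly all actives have a fitted effect of over 55% in size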
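Purified P. pyralis luciferase, 10 nM final, with Km-level 10 uM D-luciferin and 10 uM ATP in 50 mM Tris acetate pH 7.5, 10 mM Mg acetate, 0.01% Tween-20, 0.05% BSA; 6-point qHTS titration about 60 µM downward; luminescence read.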
BRCA1 expr up – increases BRCA1 expression; Potency, µM (doses to about 46.1 µM), without a hit: at the top dose activation, hits mostly activators; 1.1% of 380,000 active; MCF7-BRCA1-FFLuc reporter, luminescence, 48 h; response scale: scaled: vehicle 0%, 10 µM genistein 100%; note: potency is the fitted concentration of half-maximal effect; nearly all actives have a fitted effect of over 80% in size; some results filed as inactive show a strong effect at the top dose
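MCF7-BRCA1-FFLuc cells, 2000/well in phenol-red-free MEM, attached 2 h then treated 48 h at 37 C. Luciferase luminescence read 15 min after reagent; normalized to genistein maximum activation (10microM) and DMSO, concentration-response fitted.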
p53 reactivation – re-activators of mutant p53; 0.063% of 320,000 active; Potency, µM (highest dose often 92.2 µM), for inactives: top-dose activity change, positive = activation, actives largely listed as activators; H1299 p53-A138V BP100-luciferase reporter, luminescence, 24 h; note: potency is the fitted concentration of half-maximal effect; % of control where 0% means no effect; nearly all actives have a fitted effect of over 45% in size
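p53-null H1299 cells stably carrying temperature-sensitive p53-A138V and a BP100-luciferase reporter were pinned with compounds (4-point, 1:5 series) and held 24 hrs at 37 deg C. Luminescence was read 10 min after detection reagent.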
Numbers without * were called inactive; ? = inconclusive; / = no result given; [ ] = remark or other dose. Unless noted, calls come from the whole dose curve; as a rule, active = well fitted curve in the direction sought with a large enough effect; inconclusive = small, poorly fitted or top-dose-only effect, or another doubt; inactive = no such curve, though single readings can be large; an effect the other way counts as inactive or inconclusive.

Every second line gives: Gal4-VP16 FLuc | Tb PFK inh | RORg inh | ELG1 repair inh | Rab9 promoter act | ELG1 genotoxic | TRPV1 agonist | NPC1 promoter act | FLuc modulator | BRCA1 expr up | p53 reactivation
1) COc1ccc2sc(-c3ccc(S(C)(=O)=O)cc3)c(C#Cc3cncn3C)c2c1
 : / | -2% | / | ? | / | 9% | / | / | / | -20% | 0%
2) CN(C)S(=O)(=O)c1cc(NC(=O)CN2CCc3ccccc32)ccc1Cl
 : 0% | 1% | 9% | ? | 16% | -2% | 18 | 8% | ? | 13% | 1%
3) COc1ccc(/C=C/C(=O)N(CC(C)C)C2CCS(=O)(=O)C2)cc1 (centres undefined)
 : / | -15% | / | 2% | -3% | -6% | 10 | -5% | -1% | -9% | -5%
4) Cc1nc(C(=O)N2CCOCC2)sc1C1(C)CC(c2ccccc2)=NO1 (centres undefined)
 : -22% | -1% | 6% | -14% | -4% | 1% | 16 | -2% | -7% | 8% | 1%
5) CCCCN(CCCC)C(=O)c1sc2nc(N3CCOCC3)c3c(c2c1N)CCCC3
 : -4% | -1% | -6% | ? | -2% | -7% | 2 | -4% | -4% | -14% | -4%
6) Cc1ccc(NC(=O)c2ccc(CNS(=O)(=O)c3cccc(C(F)(F)F)c3)cc2)cc1
 : -4% | 4% | -19% | -17% | -3% | 1% | -1 | -3% | 9% | 5% | -3%
7) c1ccc(-c2nc(-n3nc4ccccc4n3)nc3ccccc23)cc1
 : -13% | 2% | ? | ? | 3% | -6% | 7 | -11% | -1% | -55% | 4%
8) CC(CCc1ccccc1)NC(=O)Cc1ccc([N+](=O)[O-])cc1 (centres undefined)
 : -11% | -4% | 1% | -15% | 1% | -1% | ? | 0% | -1% | -5% | -10%
9) Cc1ccc2nc3c(cc2c1)c(NC(=O)c1ccccn1)nn3CC(C)C
 : 5µM* | -4% | 1.8µM* | 23µM* | -2% | -9% | ? | 2% | ? | -1%[1.84 µM] | -1%
10) CN(C)CCNC(=O)C(=O)c1c(-c2ccccc2)cc2ccccn12
 : -5% | -1% | -28% | -1% | -1% | -3% | -1 | 0% | -1% | -2% | 0%
11) COc1cccc(/C=N\Nc2nncc(-c3ccccc3)n2)c1
 : 2% | -5% | -41% | 29% | ? | 14% | / | ? | ? | 42% | 6%
12) Cc1cccc(Nc2ncnc3nc[nH]c23)c1
 : -9% | 0% | 11% | ? | ? | ? | ? | 29% | ? | 41% | ?
13) CCOC(=O)C(CC)n1cnc2sc3c(c2c1=O)CCC3 (centres undefined)
 : -4% | 4% | 28% | 4% | -1% | 2% | -3 | -5% | -2% | -16% | -3%
14) O=C(Nc1ccccc1)/C(=C/c1ccc([N+](=O)[O-])cc1)NC(=O)c1ccco1
 : 4% | -20% | 1% | 17% | -1% | 8% | 1 | 3% | -1% | -16% | 9%
15) Cc1cc(C(=O)COc2cccc([N+](=O)[O-])c2)c(C)n1C1CC1
 : / | 14% | / | ? | 3.2µM* | ? | 17 | 2.2µM* | 2.4µM* | 7.1µM* | ?
16) O=C(COc1cccc(C(F)(F)F)c1)NCCCN1CCCC1=O
 : -2% | -1% | 9% | 4% | -2% | -10% | -1 | -7% | -1% | 4% | 4%
17) COc1ccccc1Nc1nc(C)c(C(=O)Nc2ccccc2)s1
 : 3% | 3% | 39% | 1% | 12% | 1% | ? | -5% | 15µM* | -1% | 0%
18) Cc1sc(NC(=O)c2ccccc2)c(C(=O)NCCN(C)C)c1C
 : -1% | 2% | 17% | 10% | 0% | 2% | 4 | -3% | -9% | 2% | 3%
19) N#CC1=C(N)Oc2cc3c(cc2C1c1ccc(Cl)cc1)OCO3 (centres undefined)
 : 4% | 1% | -35% | ? | -1% | -2% | 4 | -4% | -2% | -58% | 8%
20) CCn1c(=O)n(CC)c2cc(NC(=O)C(C)c3ccccc3)c(Br)cc21 (centres undefined)
 : 0% | 0% | ? | -15% | -7% | -3% | -10 | -3% | -1% | 8% | /
21) CCN(CC)CCNC(=O)c1ccc(NC(=O)Cc2cccc3ccccc23)cc1
 : 19% | -4% | 6% | 11% | -9% | 12% | 0 | 3% | 0% | -44% | -4%
22) O=C(Cc1c[nH]c2ccccc12)N/N=C/c1ccccc1O
 : 10µM* | -7% | 2.2µM* | ? | -3% | 5% | 2 | -2% | ? | -62% | 2%
23) CN(CC(=O)Nc1ccc(Cl)c(C(F)(F)F)c1)C(=O)c1ccc(N2CCOCC2)c([N+](=O)[O-])c1
 : / | -2% | / | ? | -3% | -1% | 3 | -4% | -1% | -59% | -11%
24) COc1cccc(C(c2nnnn2CS(=O)(=O)c2ccc(C)cc2)N2CCN(C)CC2)c1OC (centres undefined)
 : 1% | -5% | -26% | 12% | -12% | -1% | 0 | -5% | 0% | -5% | -5%
25) CCCC(=O)NC(=S)Nc1ccc(NC(=O)C(C)C)c(OC)c1
 : ? | -1% | ? | 4% | 2% | 1% | 2 | -5% | -11% | -7% | 15%
26) O=C(OCC(=O)c1ccc(Cl)s1)c1ccc(CO)cc1
 : / | -8% | / | 19% | 0% | -1% | 11 | 0% | 21µM* | -8% | 11%
27) COc1cc(C(=O)NNC(=S)NCc2ccco2)cc(OC)c1OC
 : -18% | -2% | ? | 12% | -3% | 7% | -3 | 0% | 3% | -1% | 1%
28) Cc1noc(C)c1C(=O)OCC(=O)NCc1ccc(Cl)cc1
 : / | -11% | / | 17% | -2% | 3% | 3 | -1% | -9% | 9% | 1%
29) COC(=O)c1sc(NC(=O)/C=C/c2ccc(C)o2)nc1C
 : -9% | 0% | 24% | ? | ? | 8% | 9 | ? | ? | ? | 15%
30) O=C(NCCCN1CCCC1=O)c1cncc(Br)c1
 : 1% | 4% | 2% | ? | -2% | 2% | 11 | 1% | 1% | 4% | 19%
31) COc1ccc(CCN2C(=O)C(O)=C(C(=O)c3ccco3)C2c2cccs2)cc1OC (centres undefined)
 : -4% | -14% | -2% | 6% | -5% | -4% | / | -1% | -1% | -20% | 0%
32) Cc1ccc(NC(=O)Nc2ccc3c(c2)OCO3)nc1
 : -4% | 8% | 17% | ? | 2.5µM* | ? | 7 | 3.2µM* | 6.7µM* | ? | 7%
33) O=C(NCc1ccc2c(c1)OCO2)c1ccc(S(=O)(=O)NCC2CCCO2)cc1 (centres undefined)
 : -9% | 2% | 4% | -13% | 0% | -4% | 0 | -3% | -1% | -22% | -7%
34) C/C(CCS(=O)(=O)c1ccccc1)=N/O
 : 6% | 8% | 7% | -3% | 3% | -2% | 1 | -2% | -1% | 29% | -3%
35) CCOC(=O)c1[nH]c2ccc(OC)cc2c1NC(=O)CCN1CCN(Cc2ccccc2)CC1
 : -5% | 3% | 5% | -24% | 4% | 0% | 2 | 1% | 1% | -10% | 0%
36) CCc1ccc2nc(NC(=O)CCCc3cccs3)sc2c1
 : 7% | -2% | 37% | ? | ? | ? | 21 | 15% | ? | 71% | 18%
37) O=S1(=O)CC(O)C(N2CCC(c3ccccc3)CC2)C1 (centres undefined)
 : -10%[0.365 µM] | 0% | 4% | ? | -9% | -8% | 6 | 0% | 0% | 16% | 2%
38) Cc1ccc(NC(=O)NCCCN2CCOCC2)cc1
 : 5% | 0% | -27% | 18% | -10% | 10% | 1 | 4% | 3% | 3% | 6%
39) CC(=O)Nc1ccc(NC(=O)C(C)OC(=O)C2CCN(S(=O)(=O)c3ccc4c(c3)OCCO4)CC2)cc1 (centres undefined)
 : / | -5% | / | 5% | -2% | -1% | -2 | -6% | 2% | -8% | 1%
40) Cc1cc(C)cc(N(CC(=O)NC2CC3CCC2C3)S(C)(=O)=O)c1 (centres undefined)
 : 1%[0.365 µM] | 7% | 13% | 0% | -8% | -4% | 16 | -1% | 0% | 4% | 6%
41) CC(C)(C)C(=O)N(Cc1ccccc1)c1ccccn1
 : 17% | 2% | -2% | -27% | 2% | -1% | 4 | -2% | 0% | -34% | 2%
42) COCc1nnc(NC(=O)c2cc(Cl)ccc2OC)s1
 : -9% | -18% | -4% | ? | 8% | 0% | 0 | 8% | -2% | -16% | -9%
43) COc1ccc(CCn2c(=N)c(C(=O)NCCN3CCOCC3)cc3c(=O)n4cccc(C)c4nc32)cc1OC
 : -1% | 2% | -13% | ? | 6% | 3% | -17 | -9% | 1% | -14% | 1%
44) Fc1ccc(-c2nnc3ccc(N4CCc5ccccc5C4)nn23)cc1
 : -23% | 0% | 22% | 18µM* | 3% | -11% | 8 | -4% | 0% | -24% | 6%
